# HTR5A ag = HTR5A agonists in luminescence cell assay, primary screen, counter-screen for OPRM1-OPRD1 heterodimer agonist project, full-deck HTS; cell-based; activation, % at 9.3 µM; 340,000 tested, 0.61% active; AID 504692, 2011; in the data active = activation mostly above about 9.5%, no sharp cut-off; inactive = mostly below about 7.6%;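 also: 0% = cells with vehicle only and 100% = reference agonist; strong numbers were not always called active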
# Target sequence (P47898 whole entry, looked up): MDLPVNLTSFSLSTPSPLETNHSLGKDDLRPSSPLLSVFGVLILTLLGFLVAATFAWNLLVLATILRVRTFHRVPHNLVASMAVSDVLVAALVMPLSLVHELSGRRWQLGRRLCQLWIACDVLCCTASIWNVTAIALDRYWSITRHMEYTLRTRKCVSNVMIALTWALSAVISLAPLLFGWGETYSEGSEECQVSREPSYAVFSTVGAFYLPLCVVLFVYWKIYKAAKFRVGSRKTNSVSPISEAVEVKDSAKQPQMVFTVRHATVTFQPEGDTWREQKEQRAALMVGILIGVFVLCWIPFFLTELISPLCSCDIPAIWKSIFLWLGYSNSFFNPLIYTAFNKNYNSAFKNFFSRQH
# DAGLB inh = DAGLB lipase inhibitors, primary screen, biochemical, fluorescence, HTS | Diacylglycerol lipase-beta (Homo sapiens), Q8NCG7 | HEK293T DAGLB membrane lysate, EnzChek fluorogenic substrate | inhibition, % at 5.17 µM | 340,000 tested, 0.059% active | AID 504411, 2011; in the data active = inhibition above about 34%;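 also: 0% = enzyme with vehicle and 100% = wells lacking enzyme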
# Target sequence (Q8NCG7 whole entry, looked up): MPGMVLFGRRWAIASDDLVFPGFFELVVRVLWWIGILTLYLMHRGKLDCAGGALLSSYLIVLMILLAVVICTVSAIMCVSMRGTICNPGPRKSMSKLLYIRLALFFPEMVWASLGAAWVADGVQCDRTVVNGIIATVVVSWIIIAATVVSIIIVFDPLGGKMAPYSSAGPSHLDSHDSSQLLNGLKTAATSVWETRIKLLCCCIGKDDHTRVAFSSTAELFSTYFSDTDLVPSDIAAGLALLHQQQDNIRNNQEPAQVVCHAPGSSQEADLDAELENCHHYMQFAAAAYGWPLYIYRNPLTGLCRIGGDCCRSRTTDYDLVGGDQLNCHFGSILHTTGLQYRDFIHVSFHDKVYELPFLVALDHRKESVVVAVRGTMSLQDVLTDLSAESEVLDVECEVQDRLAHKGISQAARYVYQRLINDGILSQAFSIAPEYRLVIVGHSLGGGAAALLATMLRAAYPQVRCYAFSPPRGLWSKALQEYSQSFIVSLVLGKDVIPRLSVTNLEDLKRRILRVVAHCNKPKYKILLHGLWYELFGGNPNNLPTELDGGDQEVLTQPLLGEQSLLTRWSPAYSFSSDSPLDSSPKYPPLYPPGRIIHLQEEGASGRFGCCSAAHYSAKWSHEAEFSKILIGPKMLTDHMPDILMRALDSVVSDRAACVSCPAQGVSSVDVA
# CDK5 inh = inhibitors of human CDK5/p35 kinase, primary screen, biochemical, single concentration; Cyclin-dependent kinase 5 (Homo sapiens) + Cyclin-dependent kinase 5 activator 1 (Homo …; AID 488839, 2010; 330,000 tested, 0.01% active; inhibition, % at 10 µM; Recombinant CDK5/p35, ADP-Glo luminescence, 60 min;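 active = highest replicate inhibition of at least 50% and at least 75% of replicates reaching 50%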;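 also: plate controls were DMSO neutral control for no effect and GW8510 at 10 µM for full effect; many of its hits are not listed in these tables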
# PKA-R1A activ = activators of PKA-R1A holoenzyme, primary screen, biochemical, fluorescence polarization, Cy5-IP20, bovine R1A, mouse PKAc. 340,000 tested, 0.083% active. cAMP-dependent protein kinase type I-alpha regulatory subunit (Bos taurus) + …. PKA-R1A dissociation; scaled: DMSO 0%, 113 µM cGMP 100%. activation, % at 11.4 µM;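 active = percent activation above the mean of all tested compounds plus 3 SD, cut at about 19% in these data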;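 also: higher means more PKAc released from R1A so a rise in polarization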
# Tat transport = E. coli Tat export inhibitors, primary screen, MC4100, TorA-mCherry reporter, fluorescence, single point | 340,000 tested, 0.036% active | inhibition, % at 10 µM;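 active = mean replicate inhibition at least 50% and at least half of replicates individually reaching 50%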;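 also: exported cargo escapes ClpAP degradation while cytoplasmic cargo is degraded and loses fluorescence; 0% = median of neutral control wells and 100% = median of NaSCN control wells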
# E coli growth = E. coli V3065 growth inhibition, primary screen, counter-screen for AddAB inhibitor project, absorbance, OD600. inhibition, % at 11.9 µM. 330,000 tested, 0.27% active. 18 h;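 active = inhibition above the campaign's mean inhibition across all tested compounds plus 3 SD, cut at about 9.9% in these data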;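 also: uninfected addAB+ strain grown without phage in ampicillin broth; 0% = DMSO wells and 100% = ciprofloxacin 0.95 µg/ml wells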
# AddAB inh = growth inhibition of E. coli expressing H. pylori AddAB, primary screen, AddAB inhibitor project, absorbance. inhibition, % at 11.9 µM. 330,000 tested, 0.29% active; in the data active = inhibition above about 12%;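 also: 0% = vehicle wells of infected cells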
# HTR5A inv ag = HTR5A inverse agonists in luminescence cell assay, primary screen, counter-screen for OPRM1-OPRD1 heterodimer inverse agonist project, full-deck HTS | 5-hydroxytryptamine receptor 5A (Homo sapiens), P47898 | HTR5A cell line, inverse agonism | inhibition, % at 9.3 µM | 340,000 tested, 0.083% active | AID 504634, 2011; in the data active = inhibition mostly above about 23%, no sharp cut-off; inactive = mostly below about 18%;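 also: 0% = cells with DMSO and 100% = no-cell wells with DMSO; some compounds called inactive have numbers as strong as hits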
# phage Ecoli inh = growth loss of phage-infected E. coli, primary screen, RecBCD inhibitor project, absorbance, with phage, HTS | inhibition, % at 11.9 µM | 360,000 tested, 0.26% active; in the data active = inhibition above about 11%
# Mot1-301 SUMO = yeast Mot1-301 growth rescue at high temperature, primary screen, SUMOylation pathway inhibitor project, S. cerevisiae, ATP luminescence, 38.5C | 320,000 tested, 1% active | growth rescue, % at 18.8 µM | S. cerevisiae Mot1-301 growth rescue; percent above DMSO median, 100 means doubled | AID 2716, 2010;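 active = every valid replicate shows activation above 250% relative to neutral control wells; inactive = the rest, any valid replicate at or below 250%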;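 also: OY570 slx delta 5 strain wells were the positive control but not used for scaling; some compounds called inactive have numbers as strong as hits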
# PKA-R2B act = activators of PKA-R2B holoenzyme, primary screen, biochemical, fluorescence polarization, Cy5-IP20, human | cAMP-dependent protein kinase catalytic subunit beta (Homo sapiens) + cAMP-dependent … | PKA-R2B holoenzyme dissociation; R2B truncated from residue 108, S112A mutant; 0% DMSO only, 100% 113 µM cGMP | activation, % at 11.4 µM | 340,000 tested, 0.079% active | AID 504700, 2011;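 active = activation above a cutoff set at the mean over all compounds plus 3 SD, cut at about 18% in these data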;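 also: higher means more holoenzyme dissociation and a rise in polarization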
# Active calls of the source: *; x = not tested or not shown.
SMILES,HTR5A ag,DAGLB inh,CDK5 inh,PKA-R1A activ,Tat transport,E coli growth,AddAB inh,HTR5A inv ag,phage Ecoli inh,Mot1-301 SUMO,PKA-R2B act
O=C(Cc1ccccc1)Nc1ccccc1C(=O)Nc1ccc(C(=O)O)cc1,2,-1,0.3,-8,1,-0.6,0.8,-4,5.8,402,-5
CCCCCCC(=O)Nc1nc(C)c(-c2csc(Nc3ccc(Cl)cc3)n2)s1,-2,-2,1.1,-10,-5,0.5,-1.0,-19,x,-11,-12
Cc1ccc(N2CCN(C(=O)c3cc(-c4ccc(F)cc4)[nH]c3C)CC2C)cc1 (stereo not drawn),0,-4,-0.5,-1,0,x,x,1,3.4,370,2
O=C1CSCC(=O)N1c1ncc(C(F)(F)F)cc1Cl,0,-4,0.9,-1,-4,-1.2,-0.9,4,2.8,-7,-1
NNc1nc(-c2ccccc2)cs1,-5,3,0.7,-19,-10,1.5,1.6,14,1.6,16,-14
Cc1ccc(C(=O)N2CCN(c3ncccn3)CC2)cc1S(=O)(=O)N1CCCCC1,2,0,0.2,-5,-5,0.6,4.6,-4,2.2,-5,-3
O=C(Nc1ccc(S(=O)(=O)Nc2nccs2)cc1)c1cc(=O)[nH]c2ccccc12,-4,0,-1.0,-1,-5,0.3,3.6,-12,0.0,533,8
COc1ccc(N(Cc2cc3ccc(C)cc3[nH]c2=O)C(=O)c2ccco2)cc1,1,2,2.1,6,-3,-1.3,1.4,-24,-0.2,-10,8
CCCc1nnc(NC(=O)c2cc3ccccc3o2)s1,-2,1,-0.5,-3,6,0.9,2.2,1,4.2,0,7
N/C(=N\OC(=O)Cc1ccccc1)c1cccc(Br)c1,2,-10,1.5,13,12,-1.0,-0.7,6,0.7,17,1
CCN(CC)S(=O)(=O)c1ccc(N2CCOCC2)c(NC(=O)c2ccccc2)c1,1,0,1.7,-1,-11,0.0,-1.4,-2,2.4,x,1
O=C(CCC(=O)Nc1ccccc1)NNC(=O)c1ccco1,3,-1,0.9,-3,5,-0.2,0.1,35,1.7,12,4
Cc1ncc([N+](=O)[O-])n1CC(C)O (stereo not drawn),3,0,0.1,2,-10,1.4,0.8,1,3.6,-24,-5
O=C(Nc1cccc(S(=O)(=O)N2CCCCC2)c1)c1cncc(Br)c1,0,-2,-0.8,-2,3,1.3,1.3,7,1.2,13,-4
O=C(NCCc1cccc(F)c1)C1CCCN(c2nc3ccccc3s2)C1 (stereo not drawn),3,-2,-0.7,7,-4,-3.1,1.0,4,0.8,22,-2
O=C(CCC(=O)c1ccc(-c2ccccc2)cc1)Nc1cccnc1,-1,3,1.1,-2,-12,-3.3,-0.7,3,2.1,-21,1
O=C(O)/C(=C\c1ccc(Br)cc1)NC(=O)c1cccs1,1,2,-0.3,-2,-3,-0.4,0.3,7,0.8,2,0
COc1ccc(CCNC(=O)CSc2nnc3c(n2)[nH]c2ccc(F)cc23)cc1OC,2,1,-3.0,-9,-5,-3.1,1.5,-12,-1.4,15,7
CC1CCc2ccccc2N1C(=N)N(C)C (stereo not drawn),1,-1,1.0,-8,-6,0.1,0.2,-9,0.8,-1,-9
COc1cc2c(cc1OC)C(O)C(O)(CO)C(C(=O)O)C2c1cc(OC)c(OC)c(OC)c1 (stereo not drawn),1,0,-1.4,2,-7,x,x,-6,3.8,x,-6
CCCCNC(=O)c1onc(CSc2ccc(F)cc2)c1C(=O)O,6,4,-5.2,9,8,-2.0,2.6,-16,2.1,4,-12
CCN(CC)c1nc2c3c(nc4c(c3c1C#N)CC(=O)N4c1ccc(Cl)cc1)NC(C)=N2,2,15,0.2,-13,-3,0.9,2.1,2,0.1,13,-5
Cc1cc(-c2ccc(C)c(S(=O)(=O)NCC3CCN(Cc4ccccc4F)CC3)c2)on1,0,-2,0.1,8,-2,-1.3,-0.8,7,2.4,7,-4
COc1ccccc1CCNC(=O)c1ccc(OC)c(OC2CCN(C(C)C)CC2)c1,1,2,1.1,-16,10,0.3,1.1,9,2.4,6,3
CCn1ccnc1CN(C)C(=O)c1cc(COc2ccc(-n3cncn3)cc2)on1,0,2,1.0,10,-4,3.0,2.0,5,3.3,-6,7

# Laid out differently: entries from further up
canonical_smiles	HTR5A ag	DAGLB inh	CDK5 inh	PKA-R1A activ	Tat transport	E coli growth	AddAB inh	HTR5A inv ag	phage Ecoli inh	Mot1-301 SUMO	PKA-R2B act
CCCCNC(=O)c1onc(CSc2ccc(F)cc2)c1C(=O)O	6	4	-5.2	9	8	-2.0	2.6	-16	2.1	4	-12
CCN(CC)c1nc2c3c(nc4c(c3c1C#N)CC(=O)N4c1ccc(Cl)cc1)NC(C)=N2	2	15	0.2	-13	-3	0.9	2.1	2	0.1	13	-5

# Next part.
SMILES,HTR5A ag,DAGLB inh,CDK5 inh,PKA-R1A activ,Tat transport,E coli growth,AddAB inh,HTR5A inv ag,phage Ecoli inh,Mot1-301 SUMO,PKA-R2B act
CN(C)S(=O)(=O)Nc1ccccc1C(N)=O,0,-1,1.6,-8,4,0.1,4.2,-10,-2.0,-10,-6
CN(C)C(=O)[C@@H]1C[C@H]1[C@@H](NC(=O)OCc1ccccc1)c1ccccc1,13,-1,-0.1,-7,-8,0.3,1.0,9,0.5,-3,-8
CC(Sc1ncnc2sc(-c3ccccc3)cc12)C(=O)N1CCNC1=O (stereo not drawn),-3,0,-2.3,1,-8,-1.1,1.1,-9,2.1,28,6
Cc1ccc(Nc2nc(N)nc(CSc3nnnn3-c3ccccc3)n2)cc1,4,2,-1.2,2,0,2.1,1.9,13,1.5,-4,3
Cc1ccc(C(=O)OCC(=O)NCc2cccs2)c(C)c1,-12,-7,0.3,-12,1,1.5,3.4,-7,4.9,-12,-19
N#CC1=C(S)N=C(N)C(c2nc(-c3ccccc3)cs2)C12CCCCC2 (stereo not drawn),1,5,2.9,5,-9,-0.8,-0.1,-5,1.5,9,0
O=C(O)c1cc(S(=O)(=O)N2CCOCC2)c[nH]1,3,0,0.3,6,2,2.6,2.3,-9,0.5,1,1
Cc1nnc(SCC(=O)NC(=O)NC(C)(C)C)s1,-1,-4,0.2,-11,0,-1.1,-1.7,2,1.8,-1,-5
Cc1ccsc1C(=O)OCC(=O)Nc1ccc(Cl)cc1C(F)(F)F,1,-12,0.1,-12,7,-3.1,3.0,-7,2.7,41,-1
COCCN(C(=O)CSCc1ccc(C)cc1)c1c(N)n(CC(C)C)c(=O)[nH]c1=O,1,-1,0.2,1,-4,0.0,1.3,-3,-2.3,8,-5
COc1ccc(CN2C(=O)C(C)Nc3ncnc(N4CCOCC4)c32)cc1 (stereo not drawn),-1,0,0.7,-2,6,-2.1,-0.9,22,4.3,-5,7
O=C(NC(Cc1ccccc1)C(=O)N1CCN(S(=O)(=O)c2ccccc2F)CC1)c1ccccc1 (stereo not drawn),3,3,-1.0,-7,-6,0.9,0.8,-11,1.4,-9,-3
Cn1c(=O)c2c(nc(Sc3n[nH]c(N)n3)n2Cc2ccccc2Cl)n(C)c1=O,-6,1,2.9,7,-1,0.0,2.8,2,3.0,-22,-2
COc1cc(OC)cc(-c2c(C#Cc3ccsc3)c3cc(-c4cccc5[nH]cc(C=O)c45)ccc3n2C)c1,4,2,1.1,4,0,-1.8,0.1,-8,0.3,-13,-8
CC(C)(C)NC(=O)CC(CC(=O)O)c1ccccc1 (stereo not drawn),9,-2,1.6,-9,4,-0.9,2.5,-26,3.8,-5,-8
CN1CCN(C(=S)Nc2ccc(Cl)cc2)CC1,-6,1,-1.8,2,-3,-0.9,-2.2,1,5.8,0,0
COC(=O)N/N=C/c1cc(Cl)c(OCc2ccccc2F)c(OC)c1,-1,-3,-1.1,5,-21,-0.7,6.4,-7,2.6,-12,-11
O=c1c2ccccc2nnn1CSc1ccccc1,5,-2,-1.5,5,-4,2.1,3.0,4,2.5,8,2
Cc1ccc(Cl)cc1NC(=O)CCC(=O)Nc1cc(Cl)ccc1C,1,1,-1.0,-8,-1,1.7,1.1,-3,5.3,5,-3
O=C(CCCN1C(=O)c2ccccc2C1=O)NCC1CCCO1 (stereo not drawn),8,-2,-0.3,0,0,2.7,2.9,-20,1.1,x,8
C=CCSC1=C(C#N)C(c2ccccc2Cl)CC(=O)N1 (stereo not drawn),3,0,-0.4,6,-2,3.4,3.9,-10,2.1,-7,6
CCOC(=O)C1(CC2CCCCO2)CCN(C(=O)Nc2cccc(SC)c2)CC1 (stereo not drawn),-2,-2,-1.6,4,-8,-2.6,0.7,4,2.9,-4,2
CC(C)CNC(=S)NC(=O)c1ccccc1Cl,-1,-4,1.2,-16,-12,0.0,4.9,-18,3.1,-11,-6
Cc1ccc(CN2[C@@H](CC(C)C)COCCS2(=O)=O)cc1,4,-4,2.0,0,-6,0.7,2.5,-10,1.1,-23,-13
COc1ccc(C(=O)NCc2ccncc2)cc1S(=O)(=O)N1CCOCC1,0,-4,1.7,-6,4,0.3,-0.1,2,-0.1,6,3
# Next records follow.
SMILES,HTR5A ag,DAGLB inh,CDK5 inh,PKA-R1A activ,Tat transport,E coli growth,AddAB inh,HTR5A inv ag,phage Ecoli inh,Mot1-301 SUMO,PKA-R2B act
COC(=O)n1c(=O)oc2ccc(S(=O)(=O)N3CCCCC3)cc21,4,-1,0.0,-1,-5,0.7,0.9,-13,-0.1,43,3
O=C(NCc1csc(-c2ccccc2)n1)c1ccco1,11,2,1.2,-5,-2,5.5,5.5,-26,6.0,-2,0
O=C(CSc1nnc(Cc2ccccc2)o1)Nc1ccc(N2CCOCC2)cc1,3,0,-1.1,-3,-3,-2.0,1.0,-5,3.7,-5,3
O=c1c2ccccc2nc(-c2ccc(Cl)cc2Cl)n1O,-12,0,-0.1,-2,-2,0.7,-0.4,-5,2.1,16,-6
COc1ccc(C(=O)Nc2ccc(NC(=O)C3CCCCC3)nc2)cc1,-4,0,0.8,-9,1,0.2,3.0,9,0.1,11,-1
CN(C)CCNC(=O)CN1C(=O)COc2ccc(C(C)(C)C)cc21,1,-1,0.1,12,-5,0.5,2.7,-3,0.7,-21,1
CCC(CC)NCCOC(=O)c1ccc([N+](=O)[O-])cc1,3,1,-0.3,-4,4,-2.2,0.1,-14,1.4,6,-7
CCOC1=NN(c2ccccc2)C(=O)/C1=C\N(C)C,3,0,-1.0,-5,-5,2.8,2.2,-8,4.4,-3,-4
COc1ccc(CNC(=O)Cn2cc([N+](=O)[O-])nc2C)cc1,1,-1,1.4,13,-7,1.1,-0.5,10,1.5,4,-2
CCOC(=O)C1CCN(C(=O)c2c(-c3ccccc3)noc2C)CC1,4,-2,0.1,1,5,0.7,6.3,-10,3.5,765*,-3
Cc1cccc(CN2CCC(CNC(=O)Cn3ncc4c([nH]c5ccccc54)c3=O)CC2)c1,0,-3,1.1,9,-4,-2.0,1.5,-7,-0.6,-15,4

# Source: PubChem (several laboratories)
